Screens as filed in PubChem BioAssay.
GLP-1R inv ag: inverse agonists of human GLP-1 receptor. actives 1.6% (n = 410,000). Potency, µM (highest dose often 38.3 µM), without a hit: at the highest dose activity change, negative = inhibition, usual class: inhibitors. HEK293 GLP-1R CRE-luciferase, luminescence, 24 h; GLP-1R form is constitutively active; note: % is set by controls: 0 for no effect and ±100 for the full control effect; nearly all actives have a fitted effect of over 55% in size
Target sequence (P43220 whole entry, looked up): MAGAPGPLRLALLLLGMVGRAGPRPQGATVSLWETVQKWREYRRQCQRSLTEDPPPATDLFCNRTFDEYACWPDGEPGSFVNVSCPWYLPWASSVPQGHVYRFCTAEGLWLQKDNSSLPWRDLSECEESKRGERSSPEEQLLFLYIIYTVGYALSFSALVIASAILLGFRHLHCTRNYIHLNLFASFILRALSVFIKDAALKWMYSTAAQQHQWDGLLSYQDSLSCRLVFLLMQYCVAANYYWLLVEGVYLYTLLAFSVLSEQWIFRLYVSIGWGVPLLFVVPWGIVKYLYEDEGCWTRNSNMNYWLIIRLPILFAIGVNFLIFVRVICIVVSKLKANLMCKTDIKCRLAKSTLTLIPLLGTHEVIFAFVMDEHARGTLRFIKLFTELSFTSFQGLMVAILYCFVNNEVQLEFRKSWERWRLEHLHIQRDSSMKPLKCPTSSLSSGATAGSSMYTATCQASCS
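Inverse agonism was detected as reduced cAMP-driven luciferase luminescence after 24 h compound treatment. The cells were HEK293 clones expressing constitutively active human GLP-1R with the reporter. Reporter-only and GPR119 cell lines served as counterscreen controls.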
HT1080 IDH1KD tx: HT-1080 IDH1 knockdown cell toxicity (counter line). actives 2% (n = 360,000). Potency, µM (series often up to 46.1 µM), for inactives: at the top dose activity, negative = toxicity, usual class: cytotoxic. AID 686971. HT-1080 IDH1 knockdown viability, ATP luminescence, 48 h;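 note: 0% = DMSO wells and -100% = cell-free medium wells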
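% activity derives from luminescence (CellTiter-Glo), normalised to DMSO and no-cell wells. HT-1080-IDH1KD cells, 750/well, had 48 h compound exposure at 37 °C.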
KB-V1 MDR tox: KB-V1 MDR subline cytotoxicity; KB-V1 MDR cells viability, CellTiter-Glo, 72 h; Potency, µM (titrated, usually from 46.1 µM), without a hit: top-dose activity change, negative = cytotoxicity, hits mostly cytotoxic; actives 3.4% (n = 400,000); AID 1347076; note: % is set by controls: 0 for no effect and ±100 for the full control effect; nearly all actives have a fitted effect of over 60% in size
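Compound-treated KB-V1 multidrug-resistant cells, 72 h, 37 degrees C; viability by CellTiter-Glo. Fitted qHTS curves give the values.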
GLP-1R agonist: activates the human GLP-1 receptor; HEK293 GLP-1R CRE-luciferase, luminescence, 4-6 h; cells express a hypersensitive GLP-1R form; actives 0.007% (n = 380,000); Potency, µM (highest dose often 45.6 µM), without a hit: at the top dose activation, hits mostly activators; note: % of control where 0% means no effect
SW480 rereplic: DNA re-replication induction in SW480 cells | SW480 DNA re-replication, Hoechst DNA content imaging, 48 h | Potency, µM (titrated, usually from 46.1 µM), without a hit: top-dose re-replication activation, actives largely listed as activators | actives 1.8% (n = 340,000) | AID 624297; note: % of control where 0% means no effect; nearly all actives have a fitted effect of over 55% in size
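Image-based DNA-content assay: after two days of treatment, nuclei were labelled with the DNA dye Hoechst and imaged, and hits were compounds raising the count of nuclei showing high fluorescence intensity.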
HT1080-NT tox: kills 2HG-producing HT-1080-NT fibrosarcoma cells | HT-1080-NT fibrosarcoma viability, CellTiter-Glo ATP luminescence, 48 h | Potency, µM (highest dose often 46.1 µM), inactives show top-dose activity, negative = less viability, most hits filed as cytotoxic | actives 1.6% (n = 360,000) | AID 686970;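 note: NT is the 2HG producing partner of a matched IDH1 knockdown line; 0% = DMSO-treated cells and -100% = media-only wells without cells; nearly all actives have a fitted effect of over 55% in size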
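Toxicity toward the 2HG-producing NT line was scored as %Activity, normalised to DMSO and no-cell wells, from CellTiter-Glo luminescence after 48 hours' treatment.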
HEK293 tox: cytotoxic in the GLP-1 receptor inverse agonist counter-screen; Potency, µM (top dose mostly 38.3 µM), for inactives: at the highest dose activity change, negative = inhibition, hits mostly inhibitors; HEK293 cAMP-luciferase reporter cells, luminescence, 24 h; AID 624418; actives 0.13% (n = 410,000);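 note: loss of luciferase light is scored as toxicity; % is set by controls: 0 for no effect and ±100 for the full control effect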
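Here, cytotoxicity is scored as loss of luminescence. The MLSMR collection was tested on cells seeded in medium containing 10% Nu serum, with a 24 hr compound exposure preceded by 12 hours of culture.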
TDP43 rescue: rescues yeast growth from TDP-43 toxicity | TDP-43 expressing yeast growth rescue, BacTiter-Glo, 24 h | Potency, µM (titrated, usually from 46.1 µM), without a hit: at the top dose growth rescue (activation), actives largely listed as activators | actives 1.8% (n = 410,000) | AID 652104; note: % of control where 0% means no effect; nearly all actives have a fitted effect of over 50% in size
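Yeast expressing TDP-43 (pregrown in raffinose, seeded at OD600=0.02 in galactose medium) exposed to compounds 24 hr at 30 deg C. Growth read by BacTiter-Glo luminescence; rescue of toxicity appears as increased signal.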
KB-3-1 cytotox: KB-3-1 parental cell cytotoxicity. KB-3-1 viability, CellTiter-Glo ATP luminescence, 72 h. Potency, µM (doses to about 46.1 µM), for the others: at the top dose activity change, negative = cytotoxic, most hits filed as cytotoxic. actives 1.4% (n = 400,000); note: % is set by controls: 0 for no effect and ±100 for the full control effect; nearly all actives have a fitted effect of over 60% in size
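Cytotoxicity in the drug-sensitive parental line KB-3-1 was scored as loss of CellTiter-Glo luminescence following 72 h incubation with compound. Values come from curve fitting of normalized concentration-response data.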
* hit, by the source's call; ? = inconclusive; · = no result given; [ ] = another dose, or the depositor's remark. Calls come from the whole dose curve; as a rule, active = well fitted curve in the direction sought with a large enough effect; inconclusive = small, poorly fitted or top-dose-only effect, or another doubt; inactive = no such curve, though single readings can be large; an effect the other way counts as inactive or inconclusive. Potency is the fitted concentration of half-maximal effect. Rows were taken by chance; 9.4% or so of the library scored in one or more.

SMILES | GLP-1R inv ag | HT1080 IDH1KD tx | KB-V1 MDR tox | GLP-1R agonist | SW480 rereplic | HT1080-NT tox | HEK293 tox | TDP43 rescue | KB-3-1 cytotox
Cc1ccccc1S(=O)(=O)Cc1ccc(C(=O)N2CC(C)CC(C)C2)o1 (stereo not given) | ? | 4% | 0% | -4% | -4% | 13% | 2% | 45% | -12%
Cn1c2c(c(=O)n(C)c1=O)NC1(N2)C(=O)Nc2ccccc21 (stereo not given) | 1% | 3% | 1% | -2% | 1% | 2% | -9% | 5% | 2%
COc1ccc(C)cc1NS(=O)(=O)c1cn(C)c(=O)n(C)c1=O | 10% | 11% | -4% | 9% | -8% | 2% | -5% | 9% | 8%
CNC(=O)[C@@]1(Cc2ccccc2)C=C[C@@H](C)N1C(=O)OC | 9% | 0% | 15% | -5% | -9% | 4% | 6% | 0% | 10%
CCOC(=O)Nc1cccc2c1-c1ccc([N+](=O)[O-])cc1C2=O | 4% | -6% | ? | 0% | -1% | 8% | 18% | 13% | 9%
Cc1ccc(NC(=O)c2ccccc2Cl)c(Cl)c1 | ? | 3% | -8% | -3% | 3% | 6% | 9% | -6% | -9%
O=S(=O)(NCCc1ccccc1)c1cccc2cccnc12 | ? | -2% | -6% | 13% | -17% | -10% | -1% | 10% | -8%
CC(C)(C)NC(=O)c1cccc2c1-c1ccccc1C2=O | 2% | 18% | 18% | 6% | 6% | 2% | 1% | 21% | -2%
CN(C(=O)COC(=O)c1c2c(nc3ccccc13)CCCC2)c1c(N)n(Cc2ccccc2)c(=O)[nH]c1=O | 77%[activator] | -21% | -14% | 20% | -27% | -29% | -10% | -17% | -25%
FC(F)(F)c1ccc(Cl)c(-n2c(-c3cc(C4CC4)[nH]n3)n[nH]c2=S)c1 | 22% | 12% | -4% | 0% | -4% | 0% | -7% | -13% | -19%
Cn1c(SCc2cccc(Br)c2)nc2c1c(=O)[nH]c(=O)n2C | 22% | 3% | 11% | 3% | -9% | 1% | -8% | 14% | 8%
COc1ccccc1CCC(=O)Nc1nccs1 | -23% | 15% | 1% | -1% | -10% | 18% | ? | 0% | -2%
CC(=O)NCCc1ccc(S(=O)(=O)Nc2ccc(C)c(S(=O)(=O)N3CCOCC3)c2)cc1 | 21% | 1% | ? | 1% | 20% | -4% | 0% | -17% | ?
O=C(CSCC(=O)N1CCCCC1)OCC(=O)c1c[nH]c2ccccc12 | -24% | 11% | -13% | 8% | -1% | 9% | 3% | 11% | -6%
Cc1ccc([N+](=O)[O-])c(NC(=O)COC(=O)CCNS(=O)(=O)c2cccs2)c1C | 7% | 4% | 7% | 1% | · | 7% | 2% | 5% | 3%
CCCSc1nc2ccsc2c(=O)n1CC | 34%[activator] | -8% | 14% | -4% | -4% | 0% | 1% | 16% | 3%
Cn1cnnc1Sc1ccc(C(=O)NCCC23CC4CC(CC(C4)C2)C3)cc1[N+](=O)[O-] | ? | ? | -8% | -1% | · | ? | -11% | -29% | ?
O=C1NC(=Nc2ccc(O)cc2)S/C1=C\C=C\c1ccco1 | ? | 1.5µM* | 2.3µM* | 34% | ? | 1.3µM* | ? | 1% | 3.3µM*
COc1cc(NCCCn2cnc3c(OCc4ccccc4)ncnc32)cc(OC)c1OC | 4% | 5% | 0% | 9% | -2% | 2% | 3% | 18% | 0%
COc1ccc(CNC(=O)C[C@H]2C[C@H](C(=O)N3CCCCC3)[C@@]3(C)c4[nH]c5cc(CCC(=O)N(C)C)ccc5c4CCN3C2=O)cc1OC | 13% | 5% | 0% | -4% | ? | -1% | 1% | 1% | 0%

An excerpt from above in order of their number in GLP-1R agonist, largest number first:
structure	GLP-1R agonist
CN(C(=O)COC(=O)c1c2c(nc3ccccc13)CCCC2)c1c(N)n(Cc2ccccc2)c(=O)[nH]c1=O	20%
FC(F)(F)c1ccc(Cl)c(-n2c(-c3cc(C4CC4)[nH]n3)n[nH]c2=S)c1	0%
COc1ccc(CNC(=O)C[C@H]2C[C@H](C(=O)N3CCCCC3)[C@@]3(C)c4[nH]c5cc(CCC(=O)N(C)C)ccc5c4CCN3C2=O)cc1OC	-4%

(continued)
SMILES | GLP-1R inv ag | HT1080 IDH1KD tx | KB-V1 MDR tox | GLP-1R agonist | SW480 rereplic | HT1080-NT tox | HEK293 tox | TDP43 rescue | KB-3-1 cytotox
Cc1ccc(S(=O)(=O)NC2CC(C)(C)NC(C)(C)C2)cc1 | -11% | 10% | ? | 9% | 1% | 8% | 2% | 13% | 8%
O=C(COC(=O)c1cccc(-n2cnnn2)c1)c1ccc(F)cc1 | 82%[activator] | 3% | 6% | 19% | 1% | 0% | 1% | 25% | 2%
CCOc1ccccc1N(C)C(=O)C1CCN(S(=O)(=O)c2cccc3nonc23)CC1 | 0% | 5% | ? | -2% | 22% | 2% | -3% | 20% | 5%
O=C(NCc1ccccc1)C(c1ccc(C(F)(F)F)cc1)n1c(=O)c(-c2cc3ccccc3[nH]2)nc2ccccc21 (stereo not given) | 4.5µM* | ? | ? | · | · | ? | · | 0% | ?
Cc1ccccc1NC(=O)c1cccc(N2C(=O)C3CCC(C)CC3C2=O)c1 (stereo not given) | 10% | 11% | -31% | 10% | 4% | 4% | -2% | 6% | -2%
COc1ccc(-c2csc(NC(=O)CSc3nc4ccccc4c(=O)[nH]3)n2)cc1 | 71%[activator] | 16µM* | -4% | 16% | ? | 18µM* | -11% | -6% | 19%
O=[N+]([O-])c1cccc(S(=O)(=O)[N-]c2nc3ccccc3nc2-n2cc[n+](Cc3ccccc3)c2)c1 | -9% | ? | -14% | 0% | -8% | ? | 0% | -19% | 12%
O=C(c1cccc(Cl)c1)N1CCN(S(=O)(=O)c2ccc(Cl)s2)CC1 | ? | 2% | ? | 0% | 7% | 1%[9.24 µM] | 4% | ? | -2%
CCN(CC(=O)Nc1c(F)cccc1F)C(=O)C1CC1 | 8% | 3% | 0% | -1% | -6% | 8% | -6% | 18% | 1%
O=C(CSc1nccc(=O)[nH]1)NCc1ccc2c(c1)OCO2 | 9% | 7% | ? | 1% | -3% | 17% | 15% | -2% | -17%
COc1ccc(N(CC(=O)Nc2ccc(C)cc2C)S(=O)(=O)c2ccccc2[N+](=O)[O-])c(OC)c1 | 4%[7.66 µM] | 10% | -3% | 8% | 3% | -7% | -1%[7.66 µM] | -19%[9.22 µM] | -4%
Cc1cc(C(=O)N/N=C/c2cc(N=Nc3ccccc3)ccc2O)n[nH]1 | -23% | ? | ? | 4% | ? | ? | ? | -19% | ?
COc1ccc(C2C(C(C)=O)=C(O)C(=O)N2c2ccc(O)cc2)cc1 (stereo not given) | 16% | 10% | 8% | -5% | 1% | 13% | 9% | -17% | 16%
CC(CC(=O)NC(C)c1ccc2c(c1)OCCO2)c1ccccc1 (stereo not given) | -12% | -2% | 26µM* | 2% | -44%[inhibitor] | 7% | 13% | -9% | 17%
C/C=C(\C)CN1CCc2cc(OC)c(OC)cc2C1 | 8% | 9% | 10% | 9% | -2% | 5% | 1% | 6% | 4%
CC(C)(C)OC(=O)NCCCC[C@H](NC(=O)c1nc[nH]c1C(=O)NC(c1ccccc1)c1ccccc1)C(=O)OC(C)(C)C | -2% | ? | -10% | -2% | ? | ? | 1% | -8% | ?
Cc1ccc(CS(=O)(=O)CCC(=O)NCc2ccccn2)cc1 | 4% | 17% | 10% | -6% | -5% | 11% | 2% | -4% | 7%
O=C(O)C1(NS(=O)(=O)c2ccc(Cl)cc2)CCCCC1 | 7% | 8% | 24% | -6% | -3% | 3% | -14% | 9% | -5%
COC(=O)Cc1ccc(NC(=S)NCc2ccco2)cc1 | 3% | 1% | 0% | 12% | -6% | 5% | -2% | -7% | -2%
Cc1nc2c(c(=O)c3ccccc3n2C)c(=O)n1C1CCCCCC1 | 4% | -3% | -6% | 5% | -8% | 0% | -5% | -18% | 13%
COc1ccc(-c2cc(C(F)(F)F)n3nc(C(=O)NCc4ccco4)cc3n2)cc1 | -5% | -2% | -21% | 7% | -7% | 0% | 95%[activator] | -3% | -6%
COc1ccc2c(c1)C(=O)N(c1ccccc1OC)C(=O)C2 | 3% | 4% | -6% | -12% | -5% | 4% | -9% | 4% | 5%
COc1ccc(S(=O)(=O)N2Cc3ccccc3CC2C(=O)Nc2cc(Cl)ccc2Cl)cc1 (stereo not given) | ? | · | 6% | -2% | · | · | 9% | -1% | -17%
CC1=C(C(=O)N2CCOCC2)CC(CC(=O)NCCCN(C)C)C(=O)N1CCC1=CCCCC1 (stereo not given) | 17% | 13% | 7% | 5% | · | 14% | -13% | 14% | 5%
COc1cc(CNCCc2ccccc2)ccc1OCC(=O)NC(C)(C)C | ? | -8% | -19% | 0% | 13% | -13% | -6% | -1% | 1%
O=C(NCCc1ccccc1)c1cc2sccc2n1Cc1ccc(F)cc1 | -25% | · | 0% | -1% | · | · | -13% | 0% | 7%
O=P(c1ccccc1)(c1ccccc1)C(O)c1ccc(Br)cc1 (stereo not given) | 7% | -22% | -13% | -4% | -2% | -13% | -16% | -16% | -2%
Cc1[nH]c(C)c(S(=O)(=O)N2CCN(c3ccccc3)CC2)c1C(=O)N1CCCCC1 | -19% | -14% | 19% | -8% | -2% | -12% | 1% | -24% | -29%
Cc1cccc(CCNC(=O)c2cc(S(=O)(=O)N3CCOCC3)cn2C)c1 | -24% | 3% | 11% | 5% | 8% | 0% | 1% | 27% | 3%
CCN(CC)S(=O)(=O)c1ccc(Cl)c(C(=O)NC2CCCC2)c1 | -30% | 15% | 1% | -4% | -2% | 18% | -1% | 11% | 1%
CCOc1ccc(CNc2ccc(N3CCN(Cc4ccccc4)CC3)cc2)cc1 | ? | 0% | -11% | -1% | 9% | 1% | -1% | -15% | ?
